Screens (PubChem)
EPAC2 antag: qHTS for Antagonist of cAMP-regulated guanine nucleotide exchange factor 2 (EPAC2): primary screen. Rap guanine nucleotide exchange factor 4 (Homo sapiens), Q8WZA2. EPAC2 GEF exchange of Rap1B-BODIPY-GDP, fluorescence. Potency, µM (titrated, usually from 114 µM), for inactives: at the highest dose activity, negative = inhibition, most hits filed as inhibitors. 360,000 tested, 0.18% active; note: % is set by controls: 0 for no effect and ±100 for the full control effect; nearly all actives have a fitted effect of over 45% in size; many of its hits are not listed in these tables
EPAC1 antag: qHTS for Antagonist of cAMP-regulated guanine nucleotide exchange factor 3 (EPAC1): primary screen | AID 720709, 2013 | Potency, µM (highest dose often 115 µM), inactives show at the highest dose activity change, negative = inhibition, actives largely listed as inhibitors | EPAC1 GEF assay, Rap1b-BODIPY-GDP exchange fluorescence | 360,000 tested, 0.14% active;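 note: plate controls were vehicle for no effect and positive control for full effect; nearly all actives have a fitted effect of over 50% in size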
Target sequence (O95398 whole entry, looked up): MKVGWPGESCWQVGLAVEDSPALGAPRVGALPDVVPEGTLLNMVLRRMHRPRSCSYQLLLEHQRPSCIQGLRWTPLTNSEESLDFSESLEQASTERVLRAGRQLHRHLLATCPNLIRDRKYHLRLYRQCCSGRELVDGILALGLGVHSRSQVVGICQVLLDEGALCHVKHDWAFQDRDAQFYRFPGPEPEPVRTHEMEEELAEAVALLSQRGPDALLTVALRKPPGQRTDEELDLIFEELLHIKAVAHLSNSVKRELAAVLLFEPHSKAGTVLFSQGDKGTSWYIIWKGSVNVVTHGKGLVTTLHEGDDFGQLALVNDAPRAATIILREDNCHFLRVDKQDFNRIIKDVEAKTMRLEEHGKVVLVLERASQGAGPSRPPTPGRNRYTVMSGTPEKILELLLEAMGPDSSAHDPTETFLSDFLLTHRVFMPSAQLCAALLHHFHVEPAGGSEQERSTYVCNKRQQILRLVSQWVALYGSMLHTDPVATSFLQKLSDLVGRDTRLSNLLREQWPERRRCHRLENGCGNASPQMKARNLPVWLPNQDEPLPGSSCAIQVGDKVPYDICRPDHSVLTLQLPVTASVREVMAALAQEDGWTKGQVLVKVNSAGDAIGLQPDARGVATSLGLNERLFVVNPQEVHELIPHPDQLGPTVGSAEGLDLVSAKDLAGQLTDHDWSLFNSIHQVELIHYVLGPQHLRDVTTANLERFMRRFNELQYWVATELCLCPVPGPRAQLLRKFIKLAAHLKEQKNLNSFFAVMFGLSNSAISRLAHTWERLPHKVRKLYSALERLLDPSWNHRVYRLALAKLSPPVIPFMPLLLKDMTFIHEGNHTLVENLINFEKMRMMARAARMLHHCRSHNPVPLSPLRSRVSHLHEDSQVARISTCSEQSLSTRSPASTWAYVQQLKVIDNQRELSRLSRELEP
EPAC1 ag: qHTS for Agonist of cAMP-regulated guanine nucleotide exchange factor 3 (EPAC1): primary screen; 360,000 tested, 0.073% active; AID 720707, 2013; EPAC1 agonist qHTS, biochemical assay; response scale: 100% = response to 6.5 mM cAMP; Potency, µM (top dose mostly 154 µM), without a hit: at the top dose activation, actives largely listed as activators; note: nearly all actives have a fitted effect of over 60% in size
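Normalized to 6.5 mM cAMP, activity reflects EPAC1-catalysed release of BODIPY-GDP from Rap1B, followed kinetically over 30 min at 480 nm excitation, 540 nm emission. Reaction contained 100 nM EPAC1, 250 nM Rap1B-BODIPY-GDP, 50 uM GDP.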
PTHR1 ag: qHTS for PTHR1 Agonists: Primary Screen | 410,000 tested, 0.075% active | Potency, µM (highest dose often 115 µM), without a hit: at the top dose activation, actives largely listed as activators | HEK293 GP2 PTHR1 cells, GloSensor cAMP luminescence, 1 h | Parathyroid hormone/parathyroid hormone-related peptide receptor (Homo sapiens), Q03431 | AID 743266, 2014; note: nearly all actives have a fitted effect of over 55% in size; some results filed as inactive show a strong effect at the top dose; inactives centre near -15; many of its hits are not listed in these tables
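HEK-293-derived GP2 cells expressing PTHR1 and a GloSensor cAMP reporter, 3,000/well, plated overnight, given luciferin plus IBMX (each 0.5 mM as added) for 1 h at 37 °C, then compound for 1 h at 37 °C. Luminescence was read after 15 min at room temperature.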
TDP43 rescue: qHTS of TDP-43 Inhibitors; AID 652104, 2013; 410,000 tested, 1.8% active; Potency, µM (series often up to 46.1 µM), inactives show at the top dose growth rescue (activation), actives largely listed as activators; TDP-43 expressing yeast growth rescue, BacTiter-Glo, 24 h; note: % of control where 0% means no effect; nearly all actives have a fitted effect of over 50% in size
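Cell-based yeast growth screen: TDP-43 expression induced in galactose, inoculum OD600=0.02 after raffinose pregrowth to mid-log. Read-out BacTiter-Glo luminescence at 24 hr, 30 deg C; inhibition of toxicity seen as signal increase.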
EPAC2 agonist: qHTS for Agonist of cAMP-regulated guanine nucleotide exchange factor 4 (EPAC2): primary screen; EPAC2 activation, biochemical qHTS; response scale: 100% = 6.5 mM cAMP response; 360,000 tested, 0.079% active; Potency, µM (series often up to 154 µM), inactives show top-dose activation, most hits filed as activators; Rap guanine nucleotide exchange factor 4 (Homo sapiens), Q8WZA2; note: nearly all actives have a fitted effect of over 50% in size
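Guanine nucleotide exchange by EPAC2 is measured as reduced fluorescence of BODIPY-GDP once it is released from 250 nM Rap1B. Plates are read kinetically for 30 min at room temperature; results are scaled to 6.5 mM cAMP.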
FUS yeast rescue: qHTS for Suppressors of FUS Proteinopathy: Primary screen using FUS-linked yeast assay. S. cerevisiae FUS-expressing, growth rescue, OD600, 24 h. Potency, µM (highest dose often 76.6 µM), inactives show at the top dose growth rescue (activation), hits mostly activators. 390,000 tested, 0.24% active;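 note: plate controls were DMSO vehicle for no effect and reference control for full effect; nearly all actives have a fitted effect of over 55% in size; some results filed as inactive show a strong effect at the top dose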
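Read-out: OD at 600 nm after 24hr at 30C, reporting rescue of FUS-induced yeast toxicity. Cells at OD 0.005 in galactose (2%) minimal medium; compounds tested in a dilution series; CP55940 titration from 92uM final as control.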
aSyn yeast inh: qHTS of alpha-syn Inhibitors; Potency, µM (doses to about 46.1 µM), for inactives: at the highest dose growth rescue (activation), actives largely listed as activators; 370,000 tested, 0.14% active; Yeast expressing alpha-synuclein, growth rescue, BacTiter-Glo, 24 h; AID 652106, 2013; note: % of control where 0% means no effect; nearly all actives have a fitted effect of over 65% in size
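Galactose-induced alpha-syn yeast (OD600=0.02, raffinose-pregrown) + pinned cpd, 24 hr, 30 deg C; growth by BacTiter-Glo luminescence. Growth restoration scores as activation.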
* marks the source's active call; other numbers are inactive results; [ ] = remark or other dose. Calls come from the whole dose curve; as a rule, active = well fitted curve in the direction sought with a large enough effect; inconclusive = small, poorly fitted or top-dose-only effect, or another doubt; inactive = no such curve, though single readings can be large; an effect the other way counts as inactive or inconclusive. Potency is the fitted concentration of half-maximal effect.

How did CCN(CC)S(=O)(=O)c1ccc(NC(=O)c2cccc3c2C(=O)N(CCOC)C3)cc1 do in these assays?
EPAC2 antag: -4%; EPAC1 antag: -2%; EPAC1 ag: 2%; PTHR1 ag: inactive; TDP43 rescue: 2%; EPAC2 agonist: -7%; aSyn yeast inh: 3%

Results for Cc1cccc(OCC(=O)O/N=C(\N)Cc2ccc([N+](=O)[O-])cc2)c1 ?
EPAC2 antag: -12%; EPAC1 antag: -4%; EPAC1 ag: -4%; PTHR1 ag: inactive; TDP43 rescue: 19%; EPAC2 agonist: 3%; FUS yeast rescue: inconclusive; aSyn yeast inh: 9%

What do the screens show for `CC1CCN(S(=O)(=O)c2csc(C(=O)Nc3ccccc3)c2)CC1`?
EPAC2 antag: -2%; EPAC1 antag: -9%; EPAC1 ag: 0%; PTHR1 ag: -53%[inhibitor][57.5 µM]; TDP43 rescue: 3%; EPAC2 agonist: -4%; FUS yeast rescue: 8%; aSyn yeast inh: 2%

Results for CN(CC(=O)N1CCN(c2ccc(F)cc2)CC1)S(=O)(=O)c1ccc2c(c1)c(=O)n(C)c(=O)n2C ?
EPAC2 antag: 1%; EPAC1 antag: -14%; EPAC1 ag: 7%; PTHR1 ag: inactive; TDP43 rescue: -14%; EPAC2 agonist: 5%; FUS yeast rescue: -32%; aSyn yeast inh: 4%

What do the screens show for `CCc1ccc(Nc2n[n+](-c3ccccc3)c(-c3cccc(C)c3)s2)cc1`?
EPAC2 antag: -1%; EPAC1 antag: 1%; EPAC1 ag: -13%; PTHR1 ag: inactive; TDP43 rescue: 24%; EPAC2 agonist: -5%; FUS yeast rescue: 14%; aSyn yeast inh: 0%

What do the screens show for `N#C/C(=C/c1cc[nH]c1)C(N)=S`?
EPAC2 antag: 1%; EPAC1 antag: -9%; EPAC1 ag: -1%; PTHR1 ag: inactive; TDP43 rescue: -1%[9.22 µM]; EPAC2 agonist: 3%; FUS yeast rescue: -2%; aSyn yeast inh: -9%

Results for COC(=O)CNC(=O)c1cccc(Cl)c1 ?
EPAC2 antag: -5%; EPAC1 antag: -26%; EPAC1 ag: 0%; PTHR1 ag: inactive; TDP43 rescue: 13%; EPAC2 agonist: 8%; FUS yeast rescue: -43%; aSyn yeast inh: 2%

Results for Cc1cccc(-n2ccnc2SCC(=O)Nc2ccccc2C(F)(F)F)c1 ?
PTHR1 ag: inactive; TDP43 rescue: 3%; FUS yeast rescue: 2%; aSyn yeast inh: 3%

Results for Cc1ccc(C(=O)NCC(=O)NCCCc2ccccc2)s1 ?
EPAC2 antag: 3%; EPAC1 antag: 5%; EPAC1 ag: 3%; PTHR1 ag: inactive; TDP43 rescue: 9%; EPAC2 agonist: 4%; FUS yeast rescue: 5%; aSyn yeast inh: 4%

What do the screens show for `CC1CCCC(N2CCN(C(=O)c3ccc([N+](=O)[O-])cc3)CC2)C1` (configuration not stated)?
EPAC2 antag: -6%; EPAC1 antag: -4%; EPAC1 ag: 5%; PTHR1 ag: 17%; TDP43 rescue: -3%; EPAC2 agonist: 2%; FUS yeast rescue: -30%; aSyn yeast inh: -7%

What do the screens show for `COc1ccc(-n2nnnc2SCC(=O)Nc2cccc(C)n2)cc1OC`?
EPAC2 antag: -4%; EPAC1 antag: -18%; EPAC1 ag: 5%; PTHR1 ag: inactive; TDP43 rescue: -9%; EPAC2 agonist: 7%; FUS yeast rescue: 0%; aSyn yeast inh: -7%

Results for Nc1ccc(-c2nc3ccccc3s2)cn1 ?
EPAC2 antag: -8%; EPAC1 antag: 3%; EPAC1 ag: -1%; PTHR1 ag: -3%; TDP43 rescue: 29%; EPAC2 agonist: -8%; FUS yeast rescue: 4%; aSyn yeast inh: inconclusive

Results for N#C/C=C(/N)c1ccc(Br)cc1 ?
EPAC2 antag: -4%; EPAC1 antag: -19%; EPAC1 ag: 11%; PTHR1 ag: -8%; TDP43 rescue: -15%; EPAC2 agonist: 13%; FUS yeast rescue: 33%; aSyn yeast inh: -1%

Results for C=CCN(C(=O)CNS(=O)(=O)c1ccccc1)C(C(=O)NCCOC)c1cccnc1 (configuration not stated) ?
EPAC2 antag: 9%; EPAC1 antag: 13%; EPAC1 ag: -12%; PTHR1 ag: -7%; TDP43 rescue: -29%; EPAC2 agonist: 3%; FUS yeast rescue: -4%; aSyn yeast inh: -1%

Results for O=C(CN1C(=O)/C(=C\c2ccco2)SC1=S)Nc1ccc(O)cc1C(=O)O ?
EPAC2 antag: 22%; EPAC1 antag: inconclusive; EPAC1 ag: -24%; PTHR1 ag: -5%; TDP43 rescue: 4%; EPAC2 agonist: 9%; FUS yeast rescue: -12%; aSyn yeast inh: 7%

In the list so far, these contain an aryl thioether with sulfur outside any ring.
Results for Cc1cccc(-n2ccnc2SCC(=O)Nc2ccccc2C(F)(F)F)c1 ?
PTHR1 ag: inactive; TDP43 rescue: 3%; FUS yeast rescue: 2%; aSyn yeast inh: 3%

What do the screens show for `COc1ccc(-n2nnnc2SCC(=O)Nc2cccc(C)n2)cc1OC`?
EPAC2 antag: -4%; EPAC1 antag: -18%; EPAC1 ag: 5%; PTHR1 ag: inactive; TDP43 rescue: -9%; EPAC2 agonist: 7%; FUS yeast rescue: 0%; aSyn yeast inh: -7%

Additional structures
Results for COc1ccc(-c2nnc(SCC(=O)OC3CCCCC3)o2)cc1OC ?
EPAC2 antag: 3%; EPAC1 antag: 2%; EPAC1 ag: 4%; PTHR1 ag: -26%; TDP43 rescue: 15%; EPAC2 agonist: 9%; FUS yeast rescue: 37%; aSyn yeast inh: 3%

Results for Cc1ccc(NC(=O)NC(=S)NC(=O)c2ccccc2)cc1 ?
EPAC2 antag: -1%; EPAC1 antag: -3%; EPAC1 ag: -4%; PTHR1 ag: -28%; TDP43 rescue: -18%; EPAC2 agonist: -7%; aSyn yeast inh: 3%

How did COc1ccccc1C(=O)N/C(=C/c1ccc(Br)cc1)C(=O)N1CCOCC1 do in these assays?
EPAC2 antag: -4%; EPAC1 antag: 14%; EPAC1 ag: -4%; PTHR1 ag: -16%; TDP43 rescue: 19%; EPAC2 agonist: -2%; FUS yeast rescue: 9%; aSyn yeast inh: 7%

What do the screens show for `CN(C)S(=O)(=O)c1cccc(NC(=O)Cc2ccsc2)c1`?
EPAC2 antag: -6%; EPAC1 antag: 1%; EPAC1 ag: 1%; PTHR1 ag: 2%; TDP43 rescue: -30%[inhibitor]; EPAC2 agonist: 4%; FUS yeast rescue: 9%; aSyn yeast inh: -5%

How did Brc1cccc(OCCN2CCc3ccccc3C2)c1 do in these assays?
EPAC2 antag: -20%; EPAC1 antag: inconclusive; EPAC1 ag: 5%; PTHR1 ag: 21%; TDP43 rescue: 5%; EPAC2 agonist: 16%; FUS yeast rescue: -9%; aSyn yeast inh: 0%

What do the screens show for `Cc1ccc(NC(=S)N(CCCN2CCN(C)CC2)Cc2cccs2)cc1`?
EPAC2 antag: -1%; EPAC1 antag: -4%; EPAC1 ag: -1%; PTHR1 ag: -18%; TDP43 rescue: 8%; EPAC2 agonist: 8%; FUS yeast rescue: -2%; aSyn yeast inh: 0%

How did COc1ccc(NC(=O)N2CCCC(CCC(=O)N(C)CCc3ccccn3)C2)cc1 (configuration not stated) do in these assays?
EPAC2 antag: 2%; EPAC1 antag: 6%; EPAC1 ag: 0%; PTHR1 ag: -2%; TDP43 rescue: -6%; EPAC2 agonist: 1%; FUS yeast rescue: 7%; aSyn yeast inh: 6%

What do the screens show for `COc1ccccc1CNC(=O)c1cccc(N(C)C)c1`?
EPAC2 antag: 24%; EPAC1 antag: 15%; EPAC1 ag: -1%; PTHR1 ag: -1%[57.5 µM]; TDP43 rescue: 3%; EPAC2 agonist: 16%; FUS yeast rescue: 23%; aSyn yeast inh: -7%

How did CC1CN(c2oc(COc3ccc(Cl)cc3Cl)nc2C#N)CC(C)O1 (configuration not stated) do in these assays?
EPAC2 antag: 1%; EPAC1 antag: -10%; EPAC1 ag: -1%; PTHR1 ag: inactive; TDP43 rescue: inconclusive; EPAC2 agonist: 8%; FUS yeast rescue: 39%; aSyn yeast inh: 10%

Results for Cc1ccc(S(=O)(=O)N(C)CC(=O)N2CCN(C(=O)c3ccco3)CC2)cc1 ?
EPAC2 antag: 13%; EPAC1 antag: -8%; EPAC1 ag: -8%; PTHR1 ag: inactive; TDP43 rescue: 5%; EPAC2 agonist: -2%; FUS yeast rescue: 5%; aSyn yeast inh: 1%

How did COc1ccc(CNC(=O)N2CCN(c3ccc(F)cc3)CC2)cc1 do in these assays?
EPAC2 antag: 1%; EPAC1 antag: -3%; EPAC1 ag: 8%; PTHR1 ag: -13%; TDP43 rescue: 4%; EPAC2 agonist: -1%; FUS yeast rescue: 2%; aSyn yeast inh: 5%

Results for O=C(NCCc1ccccc1)Nc1cccc(Cl)c1 ?
EPAC2 antag: -9%; EPAC1 antag: -1%; EPAC1 ag: -6%; PTHR1 ag: -37%[inhibitor]; TDP43 rescue: -10%; EPAC2 agonist: 4%; FUS yeast rescue: 6%; aSyn yeast inh: -20%

What do the screens show for `CCCCC(=O)Nc1ccc2c(c1)nc1n2CCOC1`?
EPAC2 antag: 9%; EPAC1 antag: 14%; EPAC1 ag: 3%; PTHR1 ag: -9%; TDP43 rescue: -6%; EPAC2 agonist: 7%; FUS yeast rescue: -13%; aSyn yeast inh: -8%

How did Cc1cccc(C(=O)Nc2ccccc2C(=O)OCC(=O)Nc2ccc(C#N)cc2)c1 do in these assays?
EPAC2 antag: 8%; EPAC1 antag: -5%; EPAC1 ag: 1%; PTHR1 ag: inactive; TDP43 rescue: 17%; EPAC2 agonist: 9%; aSyn yeast inh: 7%

An excerpt; rates above refer to the full screens.
